B2AR arrestin – beta2AR (human) beta-arrestin recruitment activity; P07550; beta-arrestin recruitment to beta2AR, cell-based reporter; Potency, µM (top dose mostly 46.1 µM), without a hit: at the top dose activation, actives largely listed as activators; hit rate 0.02% among 330,000; AID 492947;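 note: potency is the fitted concentration of half-maximal effect; 0% = DMSO controls and full agonism = EC100 isoproterenol or metaproterenol; nearly all actives have a fitted effect of over 65% in size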
Target sequence (P07550 whole entry, looked up): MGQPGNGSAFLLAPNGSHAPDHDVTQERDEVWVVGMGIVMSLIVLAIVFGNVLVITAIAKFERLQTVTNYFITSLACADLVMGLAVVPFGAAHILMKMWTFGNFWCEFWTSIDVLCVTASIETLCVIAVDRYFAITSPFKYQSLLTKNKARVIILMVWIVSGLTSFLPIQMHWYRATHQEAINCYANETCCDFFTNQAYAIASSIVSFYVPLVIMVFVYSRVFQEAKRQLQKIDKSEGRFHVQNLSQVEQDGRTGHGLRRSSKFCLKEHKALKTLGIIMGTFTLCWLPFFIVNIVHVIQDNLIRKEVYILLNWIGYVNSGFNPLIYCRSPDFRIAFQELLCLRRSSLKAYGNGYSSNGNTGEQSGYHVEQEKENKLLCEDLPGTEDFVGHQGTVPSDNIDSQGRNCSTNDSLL
p53 reactivator – mutant p53 re-activation in reporter cells. AID 504706. hit rate 0.063% among 320,000. Potency, µM (highest dose often 92.2 µM), without a hit: at the top dose activity change, positive = activation, hits mostly activators. H1299 p53-A138V BP100-luciferase reporter, luminescence, 24 h; note: potency is the fitted concentration of half-maximal effect; % of control where 0% means no effect; nearly all actives have a fitted effect of over 45% in size
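H1299 (p53-null), stable ts p53-A138V + BP100-Luc; 1000 cells/well, Opti-MEM/10% FBS; cpd 4 pt, 1:5; 24 h, 37 deg C, 5% CO2; detection reagent 10 min RT; luminescence.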
BRCA1 expr up – activators of BRCA1 expression; Potency, µM (titrated, usually from 46.1 µM), for inactives: top-dose activation, hits mostly activators; AID 624202; MCF7-BRCA1-FFLuc reporter, luminescence, 48 h; response scale: scaled: vehicle 0%, 10 µM genistein 100%; hit rate 1.1% among 380,000; note: potency is the fitted concentration of half-maximal effect; nearly all actives have a fitted effect of over 80% in size; some results filed as inactive show a strong effect at the top dose
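Quantitative HTS in MCF7 cells stably reporting BRCA1 expression via firefly luciferase. Compound treatment lasts 48 h at 37 °C in phenol-red free MEM. Activation is expressed relative to genistein at 10 microM and DMSO.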
ELG1 repair inh – ELG1-dependent DNA repair inhibition; Potency, µM (top dose mostly 46.1 µM), for the others: top-dose activity change, negative = inhibition, hits mostly inhibitors; HEK293T ELG1-luciferase reporter, luminescence, 16 h; DNA damage induced by 5-fluorouridine; AID 504467; hit rate 2.3% among 330,000; note: potency is the fitted concentration of half-maximal effect; % is set by controls: 0 for no effect and ±100 for the full control effect; nearly all actives have a fitted effect of over 55% in size
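Overnight (16 hr) co-exposure of 2,000 cells/well to 5-fluorouridine and compound at 37 °C preceded detection. Luciferase was quantified via ONE-Glo luminescence; loss of signal denotes inhibition.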
TRPV1 ag – human TRPV1 agonism | AID 540275 | TRPV1-expressing cells, Fluo-8 calcium influx, agonist mode | hit rate 0.19% among 320,000 | activation, % at 8.33 µM; in the data active = activation above about 80%; inconclusive = between about 30% and that limit; note: 0% is about no effect
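TRPV1-expressing cells were cultured overnight at 35.5C and loaded with Fluo-8 calcium dye for 40 to 90 min at room temperature. After a 10 s baseline, compound was added and calcium influx was read kinetically for 3 min (ex 480/em 520 nm).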
TCR activator – activators of T cell receptors; 330,000 tested, under 10 active; Potency, µM (top dose mostly 9.22 µM), for inactives: at the highest dose activation of IL-2 secretion, actives largely listed as activators; primary human leukocytes, anti-CD3, IL-2 HTRF, 48 h; note: % of control where 0% means no effect
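Primary human leukocytes receive a-CD3 beads and test compound and are incubated 48 hr. Secreted IL-2 is then assayed by HTRF, measuring 665nm acceptor emission after 320nm excitation of the europium donor.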
AT treatment – potential ataxia-telangiectasia treatment. […] A-T fibroblasts, KAP-1 phosphorylation AlphaLISA; neocarzinostatin DNA damage 30 min before lysis. Potency, µM (titrated, usually from 57.5 µM), for inactives: at the top dose activation, most hits filed as activators. hit rate 0.19% among 320,000; note: potency is the fitted concentration of half-maximal effect; % of control where 0% means no effect; nearly all actives have a fitted effect of over 45% in size
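hTERT-immortalized A-T patient fibroblasts ([…]), 500 cells/well in OPTI-MEM, 1% FBS, got compounds for 60 min, then NCS for 30 min at 37C. Lysates were then assayed for phospho-KAP-1 by AlphaLISA (anti-pKAP1 donor, anti-KAP1 acceptor beads), 6 hr at 25C.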
PTAP TSG101 blk – blocks PTAP/TSG101 interaction to inhibit HIV-1 budding | 340,000 tested, under 10 active | Potency, µM (titrated, usually from 115 µM), for inactives: at the top dose activity change, negative = inhibition, actives largely listed as inhibitors | Fluorescence polarization, FITC-PTAP peptide / Tsg101 binding | Q99816; active = well fitted inhibition curve with a large enough effect in the main read-out, with a control signal flat, not every such curve was filed as active; inconclusive = small, poorly fitted or top-dose-only effect, or effect the other way, or a change in a side signal; inactive = no such curve, though single readings can be large or run the other way; note: potency is the fitted concentration of half-maximal effect; % of control where 0% means no effect
Target sequence (Q99816 whole entry, looked up): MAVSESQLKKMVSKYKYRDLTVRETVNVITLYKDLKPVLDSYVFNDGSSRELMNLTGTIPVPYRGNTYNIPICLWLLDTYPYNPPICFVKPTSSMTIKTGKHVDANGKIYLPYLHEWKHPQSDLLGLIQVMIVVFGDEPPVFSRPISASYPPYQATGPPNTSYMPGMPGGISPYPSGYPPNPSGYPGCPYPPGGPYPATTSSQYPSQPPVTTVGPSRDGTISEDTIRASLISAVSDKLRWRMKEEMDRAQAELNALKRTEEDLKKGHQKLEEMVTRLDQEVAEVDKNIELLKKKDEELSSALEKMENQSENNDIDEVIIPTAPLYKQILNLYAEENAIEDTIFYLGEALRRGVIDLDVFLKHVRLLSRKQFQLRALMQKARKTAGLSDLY
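Tsg101 binding domain (10 uM final) was mixed with compound and a FITC-labeled PTAP peptide (50 nM final) in HEPES pH 7.5 buffer with NaCl, Tween 20, EDTA and TCEP; fluorescence polarization was read after 20 min at r.t.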
Integrin act MD – integrin-mediated muscular dystrophy alleviation activation; AID 624291; hit rate 0.064% among 350,000; Potency, µM (series often up to 38.3 µM), without a hit: at the highest dose activation, hits mostly activators; alpha7betagal myoblasts, beta-gal FDG fluorescence, 48 h;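 note: potency is the fitted concentration of half-maximal effect; 100% = response of the positive control SU9516; nearly all actives have a fitted effect of over 60% in size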
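alpha7betagal+/- myoblasts (passage 13, 250/well) treated 48 h at 37C with compounds at 1:260 dilution of DMSO stock. Lysed, then beta-galactosidase activity read as FDG fluorescence (ex 480/em 540) after 30 min, with pre-read for autofluorescence.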
MLL CXXC-DNA inh – blocks binding of human MLL CXXC domain to DNA. Q03164. MLL-CXXC / FITC-HOXA9 DNA fluorescence polarization. Potency, µM (titrated, usually from 115 µM), without a hit: top-dose activity change, negative = inhibition, most hits filed as inhibitors. hit rate 0.037% among 290,000. AID 2662; active = well fitted inhibition curve with a large enough effect in the polarisation, with a control signal flat, not every such curve was filed as active; inconclusive = small, poorly fitted or top-dose-only effect, or effect the other way, or a change in a side signal; inactive = no such curve, though single readings can be large or run the other way; the % refers to the polarisation; note: potency is the fitted concentration of half-maximal effect
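Fluorescence polarization: 7 uM MLL-CXXC (stock) preincubated 5 min with compounds, then 50 nM fluorescein-HOX-A9 DNA (stock) added; 30 min ambient. Buffer 50 mM Tris-HCl pH 7.5, 50 mM NaCl, 1 mM DTT, 0.05% BSA.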
* hit, by the source's call; ? = inconclusive; nt = not tested or not shown; [ ] = remark or other dose. Unless noted, calls come from the whole dose curve; as a rule, active = well fitted curve in the direction sought with a large enough effect; inconclusive = small, poorly fitted or top-dose-only effect, or another doubt; inactive = no such curve, though single readings can be large; an effect the other way counts as inactive or inconclusive.

SMILES	B2AR arrestin	p53 reactivator	BRCA1 expr up	ELG1 repair inh	TRPV1 ag	TCR activator	AT treatment	PTAP TSG101 blk	Integrin act MD	MLL CXXC-DNA inh
CCn1c2ccccc2c2c3ncc4cccn4c3ccc21	?	28µM*	21%	?	12	8%	?	1%	-33%	?
CC(=O)Oc1cccc(/C=c2\sc3nc(-c4ccco4)nn3c2=O)c1	0.0%	?	-29%	?	1	19%	-8%	-5%	-34%[inhibitor]	-22%
O=C1NCCN1Cc1ccccc1	0.2%	-9%	-3%	3%	0	-2%	-2%	-4%	4%	5%
COc1ccc(C(C(=O)NC2CCCC2)N(Cc2ccccc2)C(=O)c2snc(C(N)=O)c2N)cc1OC (stereo not given)	3.9%	0%	-18%	?	0	-4%	11%	-7%	15%	-7%
CCCCSc1nnc2c(n1)[nH]c1ccccc12	0.0%	?	?	?	3	0%	0%	-1%	?	5%
O=C1c2ccccc2C(Nc2ccc(S(=O)(=O)N3CCCCCC3)cc2)N1Cc1ccco1 (stereo not given)	0.0%	1%	-52%	?	16	-2%	5%	-1%	40%	-3%
COC(=O)c1cc(OC)c(OC)cc1NC(=O)CSc1nnc(-c2cccnc2)n1C	1.7%	-6%	0%	-13%	-4	2%[46.1 µM]	1%	-1%	10%[7.66 µM]	1%
O=C(Cn1ncc2c([nH]c3ccccc32)c1=O)Nc1ccc(F)cc1F	-0.4%	5%	0%	?	3	6%	-3%	1%	24%	4%
CCc1cccc2c(C(=O)C(NCCCOC)c3ccccc3)c[nH]c12 (stereo not given)	4.4%	12%	0%	7%	3	5%	10%	-2%	-38%	3%
Cc1ccnc2nc(C(=O)Nc3cc(Cl)ccc3N3CCOCC3)nn12	0.2%	-2%	-35%	-17%	4	6%	6%	-4%	19%	0%
CN(C)[C@@H](CO)c1nnc([C@H](CCC(=O)O)NC(=O)C2CCNCC2)o1	-0.1%	0%	5%	-1%	-4	1%	0%	-2%	24%	-13%
COc1ccc(C(=O)CNc2ccc(C)cc2C)cc1	-0.2%	8%	-11%	?	4	-10%	-6%	0%	-18%	-1%
COc1cc(/C=C2/SC(=S)N(Cc3ccccc3)C2=O)cc(OC)c1O	-1.0%	-11%	-24%	?	8	-5%	-1%	8%	-19%	?
Cc1nn(C)c(C)c1CCC(=O)O	0.6%	-2%	3%	-5%	-9	2%	10%	-2%	1%	-3%
COc1cccc(CNC(=O)CN(C)S(=O)(=O)c2cccc3cccnc23)c1	-0.8%	-2%	-2%	-2%	0	0%	1%	-2%	-29%	0%
CC1CCCC(NC(=O)c2ccc3c(=O)n(CC4CCCO4)c(=O)[nH]c3c2)C1C (stereo not given)	-0.1%	-33%[inhibitor]	0%	?	-2	-2%	-2%	-11%	19%	-1%
S=C(NCc1ccc(Cl)cc1Cl)NC1CCCCC1	-0.7%	23%	-56%	?	?	0%[46.1 µM]	-4%	-2%	-12%	3%
c1ccc(-c2ccc(OCCCNC3CCCC3)cc2)cc1	0.0%	-4%	-100%[inhibitor]	-2%	0	0%	6%	-4%	-3%	0%
O=C(CSc1nncs1)Nc1cccc2ccccc12	-0.2%	-6%	-5%	13%	3	3%	4%	0%	6%	nt
COc1ccc(NC(=O)CSCC(=O)N2CCN(C(=O)c3ccco3)CC2)cc1	-0.1%	4%	-4%	?	2	-1%	2%	-11%	-1%	nt
CC1CN(C(=O)COc2ccc3ccccc3c2Br)CC(C)O1 (stereo not given)	-0.1%	-16%	-1%	-12%	18	1%	14%	-1%	17%	1%
O=c1nc2c(O)cccn2c2c1c(=O)[nH]c1ccccc12	3.1%	-6%	-49%	12%	2	5%[46.1 µM]	3%	?	8%	32µM*
Cc1nnc(SCC2=C(C(=O)O)N3C(=O)C(NC(=O)Cn4nc(C(F)F)c(Cl)c4C)C3SC2)s1 (stereo not given)	6.9%	7%	-15%	0%	-1	2%	-3%	-1%	0%	?
Cc1c(NC(=O)/C(C#N)=C/c2c(Oc3ccccc3)nc3ccccn3c2=O)c(=O)n(-c2ccccc2)n1C	-0.2%	5%	-15%	15%	-7	-3%[46.1 µM]	13%	-2%	-41%	22%
CC1CCN(S(=O)(=O)c2ccc(NC(=O)Cc3cccs3)cc2)CC1	0.1%	3%	-25%	0%	?	3%	0%	-17%	-6%	9%

Just B2AR arrestin, TCR activator and ELG1 repair inh, for some of the entries so far:
canonical_smiles,B2AR arrestin,TCR activator,ELG1 repair inh
COc1cc(/C=C2/SC(=S)N(Cc3ccccc3)C2=O)cc(OC)c1O,-1.0%,-5%,?
Cc1nn(C)c(C)c1CCC(=O)O,0.6%,2%,-5%
COc1cccc(CNC(=O)CN(C)S(=O)(=O)c2cccc3cccnc23)c1,-0.8%,0%,-2%

Structures listed above marked active in MLL CXXC-DNA inh:
mol	B2AR arrestin	p53 reactivator	BRCA1 expr up	TRPV1 ag	TCR activator	PTAP TSG101 blk	Integrin act MD	MLL CXXC-DNA inh
O=c1nc2c(O)cccn2c2c1c(=O)[nH]c1ccccc12	3.1%	-6%	-49%	2	5%[46.1 µM]	?	8%	32µM*

(further entries)
SMILES	B2AR arrestin	p53 reactivator	BRCA1 expr up	ELG1 repair inh	TRPV1 ag	TCR activator	AT treatment	PTAP TSG101 blk	Integrin act MD	MLL CXXC-DNA inh
Cc1cc(=O)oc2c(CN3CCN(CCO)CC3)c(O)ccc12	0.2%	2%	-9%	-9%	-1	nt	-6%	-2%	5%	-3%
O=C1c2ccccc2C(O)N1Cc1ccc2c(c1)OCO2 (stereo not given)	-0.1%	-1%	-11%	-2%	3	2%	0%	-10%	24%	6%
COc1ccc2c(c1OC)c(=O)n1c3ccc(OC(C)C(=O)NCCN4CCOCC4)cc3c3ccnc2c31 (stereo not given)	-0.7%	nt	8%	?	2	-4%	35%	-6%	7%	15%
Nc1ccccc1Sc1c[nH]c2ccccc12	-0.2%	10%	10%	7%	14	5%	7%	2%	3%	11%
CCCCNC(=O)CSc1nc2cc3c(cc2c(=O)n1CCCN(CC)CC)OCO3	-0.1%	?	-6%	0%	3	5%	6%	2%	11%	18%
Cc1ccc(S(=O)(=O)Nc2ccccc2CNc2ncc(Br)cc2Br)cc1	-0.3%	15%	-65%	2%	-2	2%[46.1 µM]	11%	0%	-26%	-4%
COC(=O)[C@]1(Cc2ccccc2)N[C@H](CN(C)C(=O)COc2ccccc2)[C@@H]2C(=O)N(Cc3ccccc3)C(=O)[C@@H]21	-0.6%	-3%	-29%	0%	nt	-8%	0%	-2%	-21%	nt
CCN1C(=O)C(CC(=O)Nc2ccc(F)cc2)N(CCc2ccc(OC)cc2)C1=S (stereo not given)	-0.3%	-2%	-4%	?	9	-1%	2%	-9%	2%	-18%
CC1(C(=O)NC2CCCCCCC2)CCC(=O)N1CCN1CCOCC1 (stereo not given)	-0.9%	-6%	-3%	22%	-2	-1%	2%	1%	0%	-2%
O=C(Nc1ccc(F)cc1)Nc1ccccc1NS(=O)(=O)c1cccs1	-0.5%	3%	-7%	3%	-6	1%[46.1 µM]	2%	5%	8%	10%

Reprinted at random: 2 records from the list, in no set order.
SMILES	B2AR arrestin	p53 reactivator	BRCA1 expr up	ELG1 repair inh	TRPV1 ag	TCR activator	AT treatment	PTAP TSG101 blk	Integrin act MD	MLL CXXC-DNA inh
CCN1C(=O)C(CC(=O)Nc2ccc(F)cc2)N(CCc2ccc(OC)cc2)C1=S (stereo not given)	-0.3%	-2%	-4%	?	9	-1%	2%	-9%	2%	-18%
COc1ccc2c(c1OC)c(=O)n1c3ccc(OC(C)C(=O)NCCN4CCOCC4)cc3c3ccnc2c31 (stereo not given)	-0.7%	nt	8%	?	2	-4%	35%	-6%	7%	15%

Bioassay records from PubChem.
